Screening results as filed in PubChem BioAssay.
TDP1 block: TDP1 (human) enzyme inhibition. recombinant TDP1, AlphaScreen DNA substrate cleavage. Potency, µM (top dose mostly 130 µM), for inactives: top-dose activity change, negative = inhibition, hits mostly inhibitors. hit rate 0.28% among 350,000; also: nearly all actives have a fitted effect of over 40% in size
Target sequence (Q9NUW8 whole entry, looked up): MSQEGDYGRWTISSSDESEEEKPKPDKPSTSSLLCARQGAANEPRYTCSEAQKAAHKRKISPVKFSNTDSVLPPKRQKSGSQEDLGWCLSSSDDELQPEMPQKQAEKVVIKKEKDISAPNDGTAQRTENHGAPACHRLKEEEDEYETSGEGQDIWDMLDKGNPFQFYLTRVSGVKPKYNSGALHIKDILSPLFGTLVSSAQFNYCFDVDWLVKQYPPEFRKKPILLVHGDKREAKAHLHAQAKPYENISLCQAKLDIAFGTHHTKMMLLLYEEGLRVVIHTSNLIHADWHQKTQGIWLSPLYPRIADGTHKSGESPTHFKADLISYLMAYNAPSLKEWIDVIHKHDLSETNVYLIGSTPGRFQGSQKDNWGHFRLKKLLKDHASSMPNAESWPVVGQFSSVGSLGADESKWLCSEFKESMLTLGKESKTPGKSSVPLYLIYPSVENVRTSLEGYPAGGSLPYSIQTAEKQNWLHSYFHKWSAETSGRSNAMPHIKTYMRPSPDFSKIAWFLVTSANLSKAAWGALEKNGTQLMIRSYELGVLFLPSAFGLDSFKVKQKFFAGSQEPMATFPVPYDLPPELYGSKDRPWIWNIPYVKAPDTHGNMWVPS
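Recombinant human Tdp1 (E. coli-expressed, 1 nM final) preincubated with compounds 15 min at room temperature, then 5'-biotin/3'-phosphotyrosine-FITC DNA substrate (15 nM final) added for 5 min. AlphaScreen beads (10 ug/ml final) added 10 min; cleavage lowers signal.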
TDP1 cell noCPT: qHTS for Inhibitors of human tyrosyl-DNA phosphodiesterase 1 (TDP1): qHTS in cells in absence of CPT; Potency, µM (titrated, usually from 46.2 µM), for inactives: at the highest dose activity change, negative = growth inhibition, hits mostly inhibitors; DT40 Tdp1-/- hTDP1 cells, no CPT, ATP luminescence, 48 h; hit rate 15% among 420,000; also: nearly all actives have a fitted effect of over 55% in size
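Stably hTDP1-transfected Tdp1-null chicken DT40 cells were treated with library compounds minus camptothecin and grown for at least 48 hr at 37 °C, after which cellular ATP was quantified by luminescence.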
N370S GC: inhibits or activates N370S mutant glucocerebrosidase | hit rate 0.092% among 330,000 | N370S GC spleen homogenate, 4MU-glucoside fluorescence | P04062 | Potency, µM (top dose mostly 59.4 µM), without a hit: top-dose activity change, negative = inhibition, usual class: inhibitors | AID 2101;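 also: 0% = full enzyme activity and -100% = no enzyme basal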
Active calls of the source: *; ? = inconclusive; / = no result given; & = joins results of further samples; [ ] = dose if it differs, or a comment. Calls follow the shape of the dose curve; as a rule, active = well fitted curve in the direction sought with a large enough effect; inconclusive = small, poorly fitted or top-dose-only effect, or another doubt; inactive = no such curve, though single readings can be large; an effect the other way counts as inactive or inconclusive. Unless noted, % is scaled to controls: 0 for no effect and ±100 for the full control effect; potency is read from the fitted curve at half-maximal effect.

No.	SMILES	TDP1 block	TDP1 cell noCPT	N370S GC
1	CCOC(=O)C1CCN(Cc2nc3ccccc3c(=O)n2-c2ccc(OCC)cc2)CC1	6.5%	?	?
2	Cc1cc(C)cc(OCC(=O)Nc2ccccc2C(=O)N2CCOCC2)c1	2.3%	-16.9%	1.6%
3	O=S(=O)(NCC(c1ccco1)N1CCOCC1)c1cc(F)ccc1F (stereo not drawn)	0.0%	-9.3%	/
4	CN1CCN(/N=C/c2nc(-c3cccc([N+](=O)[O-])c3)n3ccccc23)CC1	5.6%	-27.8%	8.9%
5	Cc1ccc(C(=O)CSc2nnc(-c3ccco3)n2CC2CCCO2)cc1 (stereo not drawn)	2.8%	?	4.0%
6	O=C(Nc1nc2ccsc2c(=O)s1)c1ccc(F)cc1Cl	/	-18.9%	2.1%
7	CN1CCCC(n2nc(Cc3ccc(Cl)cc3)c3ccccc3c2=O)CC1 (stereo not drawn)	2.4%	20.6µM*	1.5%
8	Cc1ccc2[nH]c3c(NCCN4CCOCC4)ncnc3c2c1	1.1%	?	-5.8%
9	CCn1c2ccccc2c(=O)c2ccccc21	-5.6%	-15.2%	2.6%
10	CC(C)[C@H](NC(=O)c1ccco1)C(=O)OCC(=O)NC12CC3CC(CC(C3)C1)C2	2.7%	-12.5%	?
11	CN(C(=O)c1cccc(C(=O)N(C)c2ccccc2)c1)c1ccccc1	/	-0.3%	-11.4%
12	Cc1ccccc1CC1C(=O)Nc2ccc(Br)cc21 (stereo not drawn)	1.6%	?	/
13	O=C(CN1c2cccc3cccc(c23)S1(=O)=O)Nc1cccc(S(=O)(=O)N2CCOCC2)c1	0.0%	?	10.5%
14	COc1ccc2c(c1)c1c(c(=O)n(-c3ccccc3C)c(=O)n1Cc1ccccc1C)n2C	8.5%	-11.3%	/
15	CN(CC(=O)NCc1ccco1)CC(=O)Nc1cc(S(C)(=O)=O)ccc1Cl	0.8%	-1.9%	0.1%
16	COc1ccc(C(=O)NCC(=O)OCC(=O)Nc2ccc(C)c(S(=O)(=O)N(C)C)c2)cc1OC	2.5%	-5.5%	-10.5%
17	COc1ccccc1NS(=O)(=O)c1ccc(C)c(C(=O)N2CCN(c3ccc(O)cc3)CC2)c1	5.6%	13µM*	/
18	CC1CC(C)CN(S(=O)(=O)c2ccc(NC(=O)CCN3C(=O)C4CC=CCC4C3=O)cc2)C1 (stereo not drawn)	1.5%[56.1 µM]	?	/
19	Cc1ccc(C)c(NC(=O)CN2C(=O)CSc3nc(C)cc(C)c32)c1	2.5%	-22.1%	/
20	CCc1nc(SCC(=O)NCc2ccco2)c2c(=O)n(C)c(=O)n(C)c2n1	4.1%	?	-6.5%
21	CCC(C)n1c(/C=C/c2ccccc2)nc2ccccc21 (stereo not drawn)	-5.5%	?	8.6%
22	O=C(NCc1ccccc1Cl)c1cc([N+](=O)[O-])ccc1Cl	1.2%	-0.2%	8.8%
23	CCN(CC(=O)Nc1c(F)cccc1F)C(=O)C1CCN(c2ncnc3sc(C)c(C)c23)CC1	-5.5%	18.4µM*	-7.2%
24	CCc1ccc(C(=O)N2CCN(S(=O)(=O)c3sc(C(=O)O)c(C)c3C(=O)O)CC2)cc1	-2.7%[56.1 µM]	28.0%	/
25	CCOC(=O)c1nn(-c2ccccc2)c(=O)cc1SC1CCCCC1	0.0%	?	0.9%
26	O=C(Nc1ccc(Cl)cc1)c1csc(-c2ccccc2)n1	/	-24.0%	25.5%
27	O=C(Nc1c(C(=O)N2CCC(N3CCCCC3)CC2)oc2ccccc12)c1c(F)cccc1F	2.3%&3.2%	13.1%&-25.3%	-16.0%
28	Cc1ccc(CN(C)C(=O)CCc2c[nH]c3ccccc23)o1	12.9%	?	3.3%
29	COc1ncc2nc(-c3ccc(Cl)cc3)c(=O)n(CCc3ccccc3)c2n1	/	-5.3%	3.9%
30	COC(=O)c1ccc(CN2CCC(CO)(Cc3ccc(OC)cc3)CC2)cc1	0.0%	-22.6%	-10.1%

An excerpt of these results, with each value named:
6) O=C(Nc1nc2ccsc2c(=O)s1)c1ccc(F)cc1Cl
  TDP1 block: /; TDP1 cell noCPT: -18.9%; N370S GC: 2.1%
11) CN(C(=O)c1cccc(C(=O)N(C)c2ccccc2)c1)c1ccccc1
  TDP1 block: /; TDP1 cell noCPT: -0.3%; N370S GC: -11.4%
27) O=C(Nc1c(C(=O)N2CCC(N3CCCCC3)CC2)oc2ccccc12)c1c(F)cccc1F
  TDP1 block: 2.3%&3.2%; TDP1 cell noCPT: 13.1%&-25.3%; N370S GC: -16.0%
15) CN(CC(=O)NCc1ccco1)CC(=O)Nc1cc(S(C)(=O)=O)ccc1Cl
  TDP1 block: 0.8%; TDP1 cell noCPT: -1.9%; N370S GC: 0.1%

Next entries follow:
No.	SMILES	TDP1 block	TDP1 cell noCPT	N370S GC
31	COc1ccc(OC)c(S(=O)(=O)NCc2cn3c(C)csc3n2)c1	6.2%	3.0%	-0.8%
32	Cc1ccc(C(=O)Nc2ccccc2N2CCCCC2)cc1[N+](=O)[O-]	2.7%	16.4µM*	14.6%
33	N#C/C(=C/c1cccn1-c1cccc(C(=O)O)c1)c1ccc(F)cc1	/	23.5%	8.7%
34	O=C(OC1CCCCC1)c1ccc(NC(=O)C2CCCCC2)cc1	-3.5%	20.6µM*	3.2%
35	CC1CC(CN)CC(CO)C1 (stereo not drawn)	3.6%	2.1%	-3.0%
36	NC(=O)c1ccc(-c2c(-c3ccccc3)sc3ccccc23)cc1	1.0%	-12.2%	/
37	COc1ccccc1NC(=O)c1ccccc1NS(=O)(=O)N1CCCC1	0.0%	-24.8%	3.9%
38	Cc1sc2ncnc(SC(C)C(=O)N3c4ccccc4Sc4ccccc43)c2c1C (stereo not drawn)	0.6%	23.1µM*	6.5%
39	O=C(C1CCCN(S(=O)(=O)c2cccc3nonc23)C1)N1CCC(Cc2ccccc2)CC1 (stereo not drawn)	3.1%	18.4µM*	-2.0%
40	CCOc1ccc(N2C(=O)CS(=O)(=O)C23C(=O)N(Cc2cccc(Cl)c2)c2ccccc23)cc1 (stereo not drawn)	2.1%	?	/
41	CN(C)c1nc(NC2CCC(NC(=O)c3ccc(F)c(F)c3)CC2)nc2ccccc12 (stereo not drawn)	12.8%	/	-0.8%
42	Nc1nonc1-n1nnc(C(=O)N/N=C/c2ccc3c(c2)OCO3)c1CSc1ccccc1	-4.1%	9.8%	-8.4%
43	O=C(NNC(=O)c1cnccn1)c1ccc(Cl)cc1	9.0%	14.6µM*	-5.5%
44	O=C(N/N=C/c1ccc(Br)s1)c1ccccn1	2.7%	?	13.9%
45	Cc1csc2ncc(C(=O)NCCc3ccccc3)c(=O)n12	2.2%	?	?
46	CC12CN(C(=O)c3ccccc3)C3(C#N)CC1CCC23C (stereo not drawn)	-4.5%	0.0%	6.7%
47	C[C@@]12C(=O)N(CCc3c[nH]c4ccccc34)CC(=O)N1[C@H]1c3ccccc3OC[C@@H]1[C@@H]2c1ccccc1	4.9%	?	/
48	Cc1coc2c(C)c3oc(=O)c(CC(=O)NCc4ccccc4)c(C)c3cc12	0.0%	4.61µM*	/
49	CCCNC(=O)C1CCN(Cc2cc3ccccc3n2Cc2ccccc2)CC1	5.4%	18.4µM*	/
50	CN1CCCC(OC(=O)c2cccc(S(=O)(=O)N3CCCCCC3)c2)C1 (stereo not drawn)	2.4%	-12.6%	5.6%
51	CCCn1nc(C(=O)NNC(=O)c2ccc(C)c(C)c2)c2ccccc2c1=O	1.8%	-6.9%	/
52	C=CCn1c(SCc2c(C)noc2C)nc2sc(C)c(C)c2c1=O	1.4%	18.4µM*	?
53	Cc1nonc1N1CCN(Cc2cn[nH]c2-c2ccc(F)cc2F)CC1	2.6%	-22.0%	-3.6%
54	O=C(N/N=C/c1ccc([N+](=O)[O-])cc1)c1ccc2nc[nH]c2c1	2.0%	?	-28.4%
55	CC(=O)c1cccc(NC(=O)C(C)OC(=O)CCN=C2NS(=O)(=O)c3ccccc32)c1 (stereo not drawn)	/	-0.4%	-8.7%
56	COc1cc(CNc2ccc(CNc3ncn[nH]3)cc2)ccc1OCC(=O)NC(C)(C)C	8.0%	16.4µM*	2.5%
57	COc1ccc(NC2=C(C(C)=O)C(c3ccc(OC)cc3)C(C(C)=O)C(C)(O)C2)cc1 (stereo not drawn)	2.4%	?	5.8%
58	Cc1ccc(S(=O)(=O)N2CCN(Cc3cccnc3)CC2)cc1	5.7%	0.0%	-8.4%
59	C=CCN(c1nc(C)cc(OC)n1)S(=O)(=O)c1ccccc1	/	?	-0.4%
60	O=C(NC(NNc1ccc([N+](=O)[O-])cc1)(C(F)(F)F)C(F)(F)F)c1ccc(Cl)cc1	3.9%	29.1µM*	3.0%
61	C=CCc1cccc2cc(C(=O)N3CCOCC3)c(=O)oc12	/	17.4%	-8.5%
62	COC(=O)C1SCC2C(=O)N(Cc3ccc(F)cc3)CC(=O)N21 (stereo not drawn)	6.0%	-16.3%	10.2%
63	CC(=O)N1c2c(cc(Br)cc2S(=O)(=O)NCC2COc3ccccc3O2)CC1C (stereo not drawn)	1.1%	?	4.4%
64	CCCCCCC(=O)NCC(=O)OCC(=O)c1ccccc1	5.3%	-24.5%	5.7%
65	Cn1c2ccccc2c(=O)c2c(=O)n(Cc3ccco3)c(-c3ccc(F)cc3)nc21	-2.8%	?	14.2%
66	O=C(COC(=O)c1ccccc1SCC(=O)N1CCCC1)NCc1ccccc1	1.1%	-22.2%	-4.2%
67	CSCCC(N=C1NS(=O)(=O)c2ccccc21)C(=O)NCCc1ccccc1 (stereo not drawn)	2.5%	2.2%	-7.7%
68	CC(NC(=O)CN1CCN(c2ccccc2F)CC1)c1ccccc1 (stereo not drawn)	3.5%	-14.5%	-3.0%
69	COc1ccc(-c2csc(NC(=O)COc3ccc(N(C)S(=O)(=O)c4ccc(C)cc4)cc3)n2)cc1	2.3%	6.51µM*	8.1%
70	Cc1ccccc1C1=NC(C(F)(F)F)(C(F)(F)F)c2c(n(C)c(=O)n(C)c2=O)N1	-5.5%	23.1µM*	-2.7%
71	N#CC1(NC(=O)COC(=O)CNC(=O)c2sc3ccccc3c2Cl)CCCCC1	2.6%	-4.0%	/
72	O=C(c1ccc2nc(-c3ccco3)c(-c3ccco3)nc2c1)N1CCN(c2ncccn2)CC1	/	?	-1.5%
73	C(C#CCCCCCCCCC[n+]1ccccc1)#CCCCCCCCCC[n+]1ccccc1	5.6%	3.26µM*	11.2µM*
74	COc1ccccc1NS(=O)(=O)c1ccc2oc(SCC(=O)N3CCNC3=O)nc2c1	0.2%	?	/
75	Cc1cc(-c2ccc(C)c(S(=O)(=O)NCC3CCN(Cc4ccc(F)cc4)CC3)c2)on1	3.0%&5.3%	?	-13.3%
76	C=CCN(CC=C)C(=S)Nc1ccccc1	0.0%	1.9%	6.0%
77	CC(C)c1nc(-c2c(N)n(C)c(=O)n(C)c2=O)sc1C(=O)C(C)(C)C	-1.1%	?	-2.1%
78	CC(NCC(=O)Nc1ccccc1C(=O)NC1CC1)c1ccco1 (stereo not drawn)	0.0%	-0.3%	3.7%
79	CC1CCC(NC(=O)c2ccc(CS(=O)(=O)c3cccc(C(F)(F)F)c3)o2)CC1 (stereo not drawn)	4.6%	?	/
80	CC(NC(=O)CNC(=O)c1cccc(Cl)c1)c1ccccc1 (stereo not drawn)	/	-9.4%	6.0%
81	COC(=O)c1ccc(Oc2nc3c(c(=O)n(C)c(=O)n3C)n2C(C)C)cc1	2.1%	-23.2%	/
82	Cc1c(NC(=O)/C(C#N)=C/c2ccc(-c3ccc(Cl)c(Cl)c3)o2)c(=O)n(-c2ccccc2)n1C	1.8%	13µM*	-8.9%
83	COc1ccc(OC)c(NCc2cccn2-c2nnc(N3CCC(C)CC3)s2)c1	6.6%	2.59µM*	/
84	OC[C@H]1OC(O)[C@H](O)[C@@H](O)[C@@H]1O (stereo partly drawn)	4.9%	/	-2.5%
85	CCOC(=O)C1=C(c2ccccc2)NC(=S)NC1c1ccc(C)c([N+](=O)[O-])c1 (stereo not drawn)	0.0%	16.4µM*	3.5%
86	C=C(C)CN1C(=O)C(=O)N(CC(=C)C)C1=O	-1.4%	-4.9%	-2.9%
87	CSC1=NNC(c2ccc(C(C)(C)C)cc2)=NN1	/	-23.2%	5.1%
88	CN1CCN(C2CCN(S(=O)(=O)c3ccc(C(C)(C)C)cc3)CC2)CC1	7.8%	?	-6.4%
89	Cc1cc(=O)[nH]c(SCc2cccc3cccnc23)n1	2.7%	-24.3%	-2.7%
90	NC(=O)NC(=O)COC(=O)CNS(=O)(=O)c1ccc(F)c(F)c1F	2.4%	10.2%	3.0%

Sorted by molecular weight (smallest number first): 3 of the compounds above
No.	SMILES	TDP1 block	TDP1 cell noCPT	N370S GC
90	NC(=O)NC(=O)COC(=O)CNS(=O)(=O)c1ccc(F)c(F)c1F	2.4%	10.2%	3.0%
81	COC(=O)c1ccc(Oc2nc3c(c(=O)n(C)c(=O)n3C)n2C(C)C)cc1	2.1%	-23.2%	/
83	COc1ccc(OC)c(NCc2cccn2-c2nnc(N3CCC(C)CC3)s2)c1	6.6%	2.59µM*	/

A portion of the library; count on the stated rates, not on these rows.
